Screening results as filed in PubChem.
Myeloid diff MLP – induction of myeloid progenitor differentiation, primary screen, cell-based, flow cytometry, MLPCN library; calls only at 10 µM; actives 1% (n = 360,000); ER-HoxA9 myeloid progenitors, lysozyme-GFP differentiation; AID 624256, 2012;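 active means normalized GFP-positive differentiation at or above the plate's own cutoff, the solvent-only control mean plus 3 SD; inconclusive means no clear call, values can overlap the other calls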;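 further: cells exposed to compound for four days before flow analysis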
LYP inhibition – inhibitors of LYP phosphatase, biochemical, fluorescence intensity, uHTS (AID 1779) | Tyrosine-protein phosphatase non-receptor type 22 (Homo sapiens) | recombinant LYP phosphatase, fluorescence intensity; higher % means a stronger effect | one-dose inhibition, % at 11.5 µM; IC50 in µM for titrated hits | actives 0.054% (n = 290,000); in the data active means inhibition above about 50%;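 further: plate controls were vehicle with enzyme for no effect and no enzyme for full effect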
Myeloid diff MLP GFP+ MAC1+ % – further read-out of Myeloid diff MLP, marked with its call; GFP+ MAC1+ double positive, %; measured here: differentiation confirmed by MAC1 staining
Active calls of the source: *; i = inactive; ? = inconclusive; nt = not tested or not shown.

| SMILES | LYP inhibition | Myeloid diff MLP GFP+ MAC1+ % | Myeloid diff MLP |
| --- | --- | --- | --- |
| Cc1occc1C(=O)NCc1nc(-c2ccccc2)no1 | -5.3% | 0.2 | i |
| COc1ccc(NC(=O)NN2CCN(C)CC2)c(OC)c1 | -11.3% | 0.0 | i |
| COc1ccccc1CCNC(=O)C(=O)NCC1OCCN1S(=O)(=O)c1ccccc1 (configuration not stated) | -13.7% | 0.9 | i |
| CCCn1nnnc1NCc1cccc(OC)c1OCC | -6.9% | 0.5 | i |
| CCC1CCCCN1CCCNC(=O)c1cc2c(=O)oc3ccc(C)cc3c2s1 (configuration not stated) | -7.2% | 1.4 | i |
| Cn1c(SCC(=O)Nc2ccc(NC(=O)c3ccccc3)cc2)nnc1-c1ccncc1 | -4.9% | 2.4 | i |
| Cc1ccc(S(=O)(=O)/N=C2\C=C(Nc3cccc(C(=O)O)c3)C(=O)c3ccccc32)c(C)c1 | -0.5% | 1.2 | i |
| CC(C)C(C(=O)NCC1CCCO1)N(C(=O)CNS(=O)(=O)c1ccccc1)C1CCCCC1 (configuration not stated) | -6.5% | 0.7 | i |
| N=C1/C(=C/c2ccc(-c3cccc(C(=O)O)c3)o2)C(=O)N=C2SC(CC(=O)N3CCOCC3)=NN12 | -4.6% | nt | ? |
| CCC(C)NC(=O)CCc1c(C)nc2c(c(C)nn2-c2ccccc2)c1C (configuration not stated) | -4.8% | 1.3 | i |
| CC(=O)c1ccc(NC(=O)c2ccc(-n3cncn3)c([N+](=O)[O-])c2)cc1 | -1.4% | 1.1 | i |
| O=C(CN1C(=O)CSc2ccc(S(=O)(=O)N3CCOCC3)cc21)N1CCCCC1 | -6.5% | 0.4 | i |
| COc1ccc(NC(=O)c2cc(C)no2)cc1 | -4.4% | 0.7 | i |
| Cc1ccsc1C(=O)Nc1cccc(-n2cnnn2)c1 | -11.8% | 0.4 | i |
| C=CCOc1ccc(C(c2c(C(=O)O)[nH]c3ccccc23)c2c(C(=O)O)[nH]c3ccccc23)cc1 | -1.7% | 0.3 | i |
| CCc1ccc[n+](-c2[nH]c(=O)sc2/C=N/N=C(\[O-])c2cccnc2)c1 | -4.7% | 3.3 | i |
| O=C(Nc1cccnc1)c1ccc(F)c(S(=O)(=O)N2CCOCC2)c1 | -9.2% | 0.8 | i |
| COC(=O)CC(NC(=O)Nc1ccccc1F)c1ccc2c(c1)OCO2 (configuration not stated) | -4.9% | 0.9 | i |
| COc1cccc(CNC(=O)c2c(C)nn(-c3ccccc3)c2C)c1 | 0.2% | 3.8 | i |
| CCOc1ccc2nc(N(CCN(CC)CC)C(=O)/C=C/c3cccs3)sc2c1 | 2.7% | 0.6 | i |
| CCOC(=O)c1ccc(NC(=O)CN2C(=O)CN(C(C)=O)C2=S)cc1 | -8.4% | 0.7 | i |
| O=C(NC1CCCC1)C(c1cccnc1)N(C(=O)c1ccco1)c1ccc(F)cc1 (configuration not stated) | -4.3% | nt | ? |
| Cn1c(SCC(=O)Nc2ccccc2)nc2ccccc2c1=O | -12.1% | 0.2 | i |
| O=S(=O)(Nc1ccccc1)c1ccc(NS(=O)(=O)c2c(F)cccc2F)cc1 | -9.7% | nt | ? |
| CCOc1ccc(-c2cc(C(=O)N/N=C(\C)c3cccnc3)c3ccccc3n2)c(OCC)c1 | -6.6% | 1.2 | i |
| COc1ccc(O)c(C(=O)c2cc(SCC(=O)O)c3nc4sc5c(c4c(=O)n3c2)CCCC5)c1 | 7.1% | 0.2 | i |
| C=CCOc1ccccc1/C=N/NC(=O)Cc1ccc(C)cc1 | -8.2% | 0.7 | i |
| COC(=O)CC1C(=O)NCCN1C(=O)c1cc(OC)c(OC)cc1OC (configuration not stated) | -10.7% | 0.3 | i |
| CCCn1nnnc1NCc1ccc(N(CC)CC)cc1 | -6.6% | 0.5 | i |
| COc1ccc2c(c1)c(=O)oc1c(C)c(OC(C)C(=O)NCC3CCC(C(=O)O)CC3)ccc12 (configuration not stated) | -7.6% | 4.9 | i |
| CC1Cc2ccccc2N1Cc1cccc([N+](=O)[O-])c1 (configuration not stated) | 1.9% | 0.3 | i |
| CCOc1ccccc1NC(=O)Cn1c(=O)c(OCC)nc2cnccc21 | -4.9% | 2.0 | i |
| O=C(C1CCC(CNS(=O)(=O)c2ccccc2)CC1)N1CCOCC1 (configuration not stated) | -7.9% | 0.5 | i |
| O=C(CNC(=O)c1ccco1)Nc1ccc(Cl)cc1 | -8.0% | 0.3 | i |
| COc1ccc(Cc2nnc(SCC(=O)Nc3ccc(N4CCOCC4)cc3)o2)cc1 | -10.7% | 3.9 | i |
| COc1cccc(N2CCN(c3ccc4nnc(CCC(=O)Nc5ccc(C)cn5)n4n3)CC2)c1 | -10.6% | 0.9 | i |
| CN(/N=C/c1cccc(Br)c1)C1=NS(=O)(=O)c2ccccc21 | 0.6% | 0.5 | i |
| Cc1ccc(OCCNCc2ccccc2)c(C)c1 | -12.0% | 0.5 | i |
| Cc1ccc(NC(=O)C2CCCN2C(=O)OCc2ccccc2)c(O)c1 (configuration not stated) | -12.7% | 1.7 | i |
| O=C(Nc1ccnn1C1CCN(Cc2cc3ccccc3[nH]2)CC1)C1CCOC1 (configuration not stated) | 3.7% | 1.1 | i |
| COc1ccc(-n2c(SCC(=O)NCC3CCCO3)nc3c([nH]c4ccccc43)c2=O)cc1 (configuration not stated) | -4.7% | 1.3 | i |
| COc1cccc(NC(=O)C2C3C=CC(C3)C2C(=O)O)c1 (configuration not stated) | -9.9% | 0.6 | i |
| Cc1ncc(CN2CCCC(C(=O)Nc3ccc(-c4ccco4)cc3)C2)n1C (configuration not stated) | -15.4% | 1.3 | i |
| CCOC(=O)C1C(=O)C=C(C)C(C(=O)OCC)C1c1cccc([N+](=O)[O-])c1 (configuration not stated) | -5.4% | 0.5 | i |
| C=CCOc1ccc(CN(C)C(=O)CNC(=O)c2ccc(-c3ccccc3)cc2)cc1 | 1.7% | 1.5 | i |
| COc1cccc(OCC(O)CNC(C)c2ccccc2)c1 (configuration not stated) | -3.4% | 0.9 | i |
| Cc1ccc(NC(=O)CCc2c(C)nn(-c3ccc(N4CCOCC4)nn3)c2C)cc1 | -17.1% | 0.0 | i |
| CCN(Cc1ccccc1)C(=O)CCS(=O)(=O)c1ccc2c(c1)oc(=O)n2C | -10.5% | 1.8 | i |
| COCCNC(=O)/C(C#N)=C/c1c(N2CCN(c3ccc(OC)cc3)CC2)nc2c(C)cccn2c1=O | -24.3% | 0.9 | i |
| CN(Cc1ccccc1)S(=O)(=O)c1nnc(NC(=O)c2ccc(F)cc2)s1 | -14.1% | 2.2 | i |
| COc1ccc(-c2noc3c2-c2nc(C4CCCCC4)sc2CC3)cc1 | -4.1% | 0.7 | i |
| Cc1cccc(N2CCN(C(=O)C3CCC(=O)N(C4CC4)C3)CC2)c1C (configuration not stated) | -13.6% | 1.1 | i |
| O=C(NCCCn1ccnc1)c1cc2c(s1)CCCC2 | -5.5% | 1.6 | i |
| O=C(NCCCn1cccn1)C1CCC(=O)N(Cc2ccccc2F)C1 (configuration not stated) | -8.6% | 0.5 | i |
| COc1ccccc1-c1coc2c(CN3CCOCC3)c(O)ccc2c1=O | -6.0% | 0.2 | i |
| CCCCCCCC(=O)Oc1ccc(C(=O)Nc2cc(C)on2)cc1 | 1.0% | 0.5 | i |
| CCCCNC(=NCc1cccc(C(F)(F)F)c1)Nc1ccccc1 | -5.1% | 1.0 | i |
| CCOc1cccc(CN(C)CC2CCCN(CCc3ccc(Cl)cc3)C2)c1O (configuration not stated) | -3.6% | 0.3 | i |
| CCC(C)[C@H](NC(=O)[C@@H]1Cc2ccccc2CN1)C(=O)NCc1ccc(OC)cc1 (some centres not stated) | -12.2% | 2.3 | i |
| COc1ccc(OC)c(NC(=O)CC2C(=O)NCCN2C(=O)c2ccccc2)c1 (configuration not stated) | -9.2% | 0.2 | i |

In the list so far, 7 contain fluorine:
| SMILES | LYP inhibition | Myeloid diff MLP GFP+ MAC1+ % | Myeloid diff MLP |
| --- | --- | --- | --- |
| O=C(Nc1cccnc1)c1ccc(F)c(S(=O)(=O)N2CCOCC2)c1 | -9.2% | 0.8 | i |
| COC(=O)CC(NC(=O)Nc1ccccc1F)c1ccc2c(c1)OCO2 (configuration not stated) | -4.9% | 0.9 | i |
| O=C(NC1CCCC1)C(c1cccnc1)N(C(=O)c1ccco1)c1ccc(F)cc1 (configuration not stated) | -4.3% | nt | ? |
| O=S(=O)(Nc1ccccc1)c1ccc(NS(=O)(=O)c2c(F)cccc2F)cc1 | -9.7% | nt | ? |
| CN(Cc1ccccc1)S(=O)(=O)c1nnc(NC(=O)c2ccc(F)cc2)s1 | -14.1% | 2.2 | i |
| O=C(NCCCn1cccn1)C1CCC(=O)N(Cc2ccccc2F)C1 (configuration not stated) | -8.6% | 0.5 | i |
| CCCCNC(=NCc1cccc(C(F)(F)F)c1)Nc1ccccc1 | -5.1% | 1.0 | i |

Next part
| SMILES | LYP inhibition | Myeloid diff MLP GFP+ MAC1+ % | Myeloid diff MLP |
| --- | --- | --- | --- |
| CCN1CCN(C(=O)c2ccc3nc(-c4ccccc4)c(-c4ccccc4)nc3c2)CC1 | -11.5% | 1.4 | i |
| O=C(Cc1c(F)cccc1Cl)N/N=C/c1cccnc1 | -13.0% | 1.4 | i |
| NNc1nc(Nc2ccc([N+](=O)[O-])cc2)nc(N2CCCCCC2)n1 | -2.1% | 0.4 | i |
| COc1ccc(N/C=C(\C#N)S(=O)(=O)c2ccc(Cl)cc2)c(OC)c1 | 3.7% | 0.7 | i |
| C/C(CC(=O)Nc1ccc2c(c1)OCCO2)=N\NC(=O)COc1ccccc1 | -6.5% | 1.3 | i |
| CC(Oc1cc2oc(=O)c3c(c2cc1Cl)CCC3)C(=O)NCC1CCC(C(=O)O)CC1 (configuration not stated) | -0.9% | 2.5 | i |
| CC(C)[C@@H](CSc1ccccc1)N1CCN(Cc2ccccc2)CCC1=O | -14.3% | 2.3 | i |
| CC1=C(C(=O)OCc2ccccc2)C(c2ccccc2)NC(=O)N1CCCC(=O)O (configuration not stated) | -9.5% | 1.5 | i |
| COc1ccccc1CN(C(=O)CNC(=O)c1ccco1)C(C(=O)NCC1CCCO1)c1ccccc1 (configuration not stated) | -0.8% | 0.5 | i |
| Cc1c(C(c2ccccc2Br)c2c(C)n(C)n(-c3ccccc3)c2=O)c(=O)n(-c2ccccc2)n1C | -11.0% | 0.2 | i |
| Cc1ccc(OCC(=O)Nc2ccc(S(=O)(=O)Nc3cc(C)nc(C)n3)cc2)cc1 | -3.3% | 0.5 | i |
| COc1cc(Br)cc2cc(C(=O)N3CCOCC3)c(=O)oc12 | -5.2% | 0.4 | i |
| c1csc(-c2nc(N3CCOCC3)c3ccccc3n2)c1 | 1.5% | 0.5 | i |
| CC(NC(=O)CCn1ccc2cc(S(=O)(=O)N3CCCC3)ccc21)c1ccccc1 (configuration not stated) | -9.8% | nt | ? |
| COc1ccccc1NC(=O)NCC1CC1(Cl)Cl (configuration not stated) | -4.1% | 0.5 | i |
| CC(CCCC(C)(C)O)NC(=O)c1ccc2oc(CCc3ccccc3)nc2c1 (configuration not stated) | -1.7% | 0.8 | i |
| COc1cccc(-c2c(C(=O)N/N=C/c3cccnc3)nnn2-c2nonc2N)c1 | -10.5% | 1.4 | i |
| COc1ccc(Cl)cc1NC(=O)CCCC(=O)c1ccccc1 | -4.1% | 0.3 | i |
| Cc1ccsc1CN(C(=O)c1ccccc1)C1CCS(=O)(=O)C1 (configuration not stated) | -8.2% | 0.7 | i |
| Cc1nc2nc(C)c(NS(=O)(=O)c3ccc(C(C)(C)C)cc3)c(=O)n2[nH]1 | -4.7% | 0.3 | i |
| COc1cc(/C=C/C(=O)N2CCN(c3ccccn3)CC2)cc(OC)c1OC | -6.1% | 2.8 | i |
| Oc1ccc(N=Nc2ccccc2)cc1 | -6.4% | 5.8 | i |
| CCCCOc1c(Cl)cc(C(=O)N(C)CC(=O)Nc2ccc(N3CCOCC3)cc2)cc1OCC | -6.9% | 2.1 | i |
| c1cc2cc(-c3c(-c4ccc5c(c4)OCO5)noc3-c3ccsc3)ccc2[nH]1 | -7.3% | 0.9 | i |
| CC(=O)c1cc(CCC(=O)NC2CCCCCC2)oc1C | -7.6% | nt | ? |
| CCOc1ccc(/C=C2/Sc3ccc(C(=O)NCC4CCCO4)cc3N(C)C2=O)cc1OC (configuration not stated) | -5.9% | 0.0 | i |
| COc1ccc(S(=O)(=O)NC2CCCC2)cc1C(N)=O | -4.4% | 0.6 | i |
| C=CCN(C(=O)c1csnn1)C(C(=O)NCc1ccc(F)cc1)c1ccc(F)cc1 (configuration not stated) | -1.6% | 0.9 | i |
| O=C(CN1CCOCC1)Nc1ccccc1C(=O)Nc1ccccc1 | -8.1% | 0.4 | i |
| CCn1c(=S)sc2c(=O)n(CC(=O)NCCCc3ccccc3)c(C)nc21 | -5.1% | 0.8 | i |
| COc1cc(CCC(=O)NCC2CCCO2)cc(OC)c1OC (configuration not stated) | -1.3% | 1.5 | i |
| COc1ccccc1CCNC(=O)C(=O)NCC1OCCN1S(=O)(=O)c1ccc2c(c1)OCCO2 (configuration not stated) | -0.8% | 0.5 | i |
| Cc1ccc(CCC(=O)Nc2ccc([N+](=O)[O-])cc2)o1 | -3.7% | 0.6 | i |
| CCS(=O)(=O)c1nc(S(=O)(=O)c2ccc(Cl)cc2)c(NCCCN2CCOCC2)s1 | -4.0% | 1.3 | i |
| CCOCc1nnc(NC(=O)c2ccc3c(c2)OCO3)s1 | -9.3% | 0.3 | i |
| COc1cc(CN2CCN(CCCc3ccccc3)CC2CCO)cc(OC)c1 (configuration not stated) | -4.5% | 0.4 | i |

Not all compounds are listed, so the mix of outcomes need not match the whole.
